zVAD death inh = blocks zVAD induced death of L929 cells; L929 zVAD necroptosis rescue, ATP luminescence, 24 h; with zVAD 60 µM; viability rescue, % at 10 µM; actives 0.38% (n = 220,000);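 active = activation, scaled between plate controls, above about 75%, limit read from the data; inactive = activation under that limit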;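 also: 0% = zVAD with DMSO and 100% = DMSO alone without zVAD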
EP2 antag = blocks the human prostaglandin E2 receptor EP2 | C6 glioma cells expressing human EP2, cAMP TR-FRET; cells stimulated with saturating PGE2 | inhibition, % at 25 µM | actives 0.52% (n = 260,000) | AID 1422;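 active = percent inhibition above 40 after rounding to a whole number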;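 also: rat C6 glioma host cells with rolipram phosphodiesterase inhibitor present; the protocol text gives 20 µM as final concentration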
Target sequence (P43116 whole entry, looked up): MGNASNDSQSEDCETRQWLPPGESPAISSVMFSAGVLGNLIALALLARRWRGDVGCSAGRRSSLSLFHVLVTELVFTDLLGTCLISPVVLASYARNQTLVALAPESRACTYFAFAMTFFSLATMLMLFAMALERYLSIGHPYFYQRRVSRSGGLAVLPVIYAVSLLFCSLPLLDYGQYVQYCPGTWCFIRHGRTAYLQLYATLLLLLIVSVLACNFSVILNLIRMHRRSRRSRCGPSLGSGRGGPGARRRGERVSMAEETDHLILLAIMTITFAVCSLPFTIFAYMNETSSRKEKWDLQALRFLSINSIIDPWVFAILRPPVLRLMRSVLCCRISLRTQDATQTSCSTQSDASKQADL
TNF death inh = inhibitors of TNF-alpha induced necroptosis in Jurkat FADD-/- cells | Jurkat FADD-/- TNF necroptosis rescue, ATP luminescence, 24 h; 0 = TNF only, 100 = no-TNF cells | activation (protection from cell death), % at 10 µM | actives 0.068% (n = 220,000) | AID 463075;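 active = activation, meaning protection from cell death, of at least 50% relative to plate controls; inactive = activation below 50%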;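 also: necroptosis triggered by 40 ng/mL TNF-alpha added together with compound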
Wee1 degr inh = blocks degradation of human Wee1 kinase. HeLa Luc-Wee1K328M stability, luciferase luminescence; 100% = proteasome inhibitor MG132 effect. AID 1321. actives 1.2% (n = 220,000). reporter increase, % at 5 µM;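 active = activation above the mean of all tested compounds plus 3 SD, set per screening run, cut at about 8.8% in these data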;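 also: cells exposed to compound for 20 h before luminescence read; 0% = DMSO alone and 100% = MG132 at 30 µM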
PPC-1+TRAIL kill = PPC-1 cancer cell killing with TRAIL present | actives 0.41% (n = 220,000) | PPC-1 cells + TRAIL, ATPLite viability luminescence | cell killing (% activity), % at 4 µM | AID 1443;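 active = cell killing above 50% in the first pass at 4 µM, then a duplicate retest at 5 µM averaging 50% or more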;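 also: plate controls were cells with TRAIL plus DMSO for no effect and medium-only wells lacking cells for full effect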
FXIa inh 1536 = blocks human coagulation factor XIa protease activity | P03951 | purified FXIa, Boc-Glu-Ala-Arg-AMC fluorogenic substrate | inhibition, % at 5 µM | actives 0.14% (n = 220,000) | AID 798;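 active = inhibition of at least 40%; inactive = inhibition below 40%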;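 also: fluorescence of freed AMC excited at 355 nm; 0% = enzyme without compound and 100% = no enzyme blank; many of its hits are not listed in these tables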
Target sequence (P03951 19-387 limits assumed): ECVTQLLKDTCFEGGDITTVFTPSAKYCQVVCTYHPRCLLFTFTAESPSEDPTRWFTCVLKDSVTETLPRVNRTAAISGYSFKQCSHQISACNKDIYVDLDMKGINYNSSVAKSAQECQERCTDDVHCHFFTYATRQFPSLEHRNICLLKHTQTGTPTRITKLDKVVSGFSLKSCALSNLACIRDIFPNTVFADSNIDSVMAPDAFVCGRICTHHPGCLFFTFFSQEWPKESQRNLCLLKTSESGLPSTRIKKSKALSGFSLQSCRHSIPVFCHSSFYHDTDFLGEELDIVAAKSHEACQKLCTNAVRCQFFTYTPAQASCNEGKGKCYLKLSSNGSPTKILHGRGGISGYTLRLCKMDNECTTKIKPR
Target sequence (P03951 388-625 limits assumed): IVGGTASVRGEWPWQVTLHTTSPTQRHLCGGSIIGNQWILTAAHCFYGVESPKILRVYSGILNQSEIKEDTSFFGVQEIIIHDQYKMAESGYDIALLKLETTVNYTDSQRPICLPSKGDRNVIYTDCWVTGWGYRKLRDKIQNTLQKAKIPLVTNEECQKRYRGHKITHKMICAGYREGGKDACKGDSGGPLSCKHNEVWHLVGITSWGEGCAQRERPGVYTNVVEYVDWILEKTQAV
FXIIa inh 1536 = inhibitors of human coagulation factor XIIa. P00748. purified FXIIa, Boc-QGR-AMC fluorogenic substrate, 2 h. inhibition, % at 5 µM. actives 0.3% (n = 220,000); in the data active = inhibition above about 40%;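 also: 0% = enzyme with no compound and 100% = blank without enzyme; many of its hits are not listed in these tables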
CHOP inh = blocks CHOP induction under ER stress; inhibition, % at 10 µM; AID 2732; actives 3.8% (n = 220,000); CHO-K1 CHOP-promoter luciferase, tunicamycin-induced, 15-18 h;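 active = compounds that reduced the stress-induced luciferase reporter signal by more than about 70% of percent inhibition, limit read from the data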;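 also: 0% = tunicamycin plus vehicle and 100% = wells without tunicamycin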
TbHK1 inh = blocks Trypanosoma brucei hexokinase 1 activity; AID 1430; recombinant TbHK1, G6PDH-coupled NADH A340; actives 0.11% (n = 220,000); inhibition, % at 10 µM;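 active = inhibition of 50% or more in the single-dose primary screen; inactive = inhibition below 50%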
* hit, by the source's call; . = no result given; & = joins results of further samples. Some of the compounds tested; count on the stated rates, not on these rows.

SMILES | zVAD death inh | EP2 antag | TNF death inh | Wee1 degr inh | PPC-1+TRAIL kill | FXIa inh 1536 | FXIIa inh 1536 | CHOP inh | TbHK1 inh
Cc1ccc2nc(C)c(C(=O)NN=C3CCN(C)CC3)n2c1 | 1.9 | 1 | 0.1 | 2 | 19 | -3 | 8 | 12 | 1
COc1ccc(NC(=O)CSc2nnc(-c3cccnc3)n2Cc2ccco2)c(OC)c1 | 1.8 | 10&11 | 3.6 | -3 | -1 | 2 | 5 | 7 | -1
COC(=O)c1ccc2c(c1)N(C)C(=O)CS2 | -0.1 | -1 | -1.5 | 2 | -7 | 6 | 8 | 5 | 3
CCOC(=O)C1=C(C)N(CCCCCC(=O)O)C(=O)NC1c1ccccc1OC(=O)c1cccs1 (stereo not given) | 0.2 | 12 | 2.0 | 1 | -1 | 1 | 16 | -6 | 3
CNC(=S)NCc1ccc2[nH]c(C)cc2c1 | 3.7 | 6 | -0.3 | 0 | 0 | -5 | 2 | -17 | 0
COc1cc(NC(=S)N2CCN(C(=O)c3ccco3)CC2)c(OC)cc1Cl | 0.2 | 3 | -0.1 | -3 | 22 | 8 | 11 | -11 | 7
COc1cc(OC)c(C2C3=C(CCCC3=O)Nc3nc4ccccc4n32)cc1OC (stereo not given) | 0.4 | 13 | -1.6 | 0 | 2 | -7 | -17 | 15 | -36
CC(=O)Oc1ccc(C(=O)Nc2cccc(C(=O)c3cccc(NC(=O)c4ccc(OC(C)=O)cc4)c3)c2)cc1 | 1.3 | 11 | 1.6 | -1 | 9 | 8 | 5 | -6 | -8
CCOc1cc(OCC)nc(S(C)(=O)=O)n1 | -0.4 | 2 | 0.4 | -3 | 21 | 1 | 3 | -5 | -2
COc1ccc(C(C)(C)C)cc1NC(=O)Cn1cnnn1 | 3.5 | 7 | -0.5 | 3 | 24 | -1 | 8 | 10 | -2
COc1ccccc1NC1=NCC(=O)N1Cc1ccccc1 | 0.6 | 12&5 | -0.5 | -1 | 18 | -15 | 12 | 37 | -10
CN1CC=C2C(C#N)=C(N)C(C#N)(C#N)C(Cc3ccccc3)C2C1 (stereo not given) | -0.1 | 9&17 | -0.4 | 3 | 28 | 2 | 16 | -4 | -4
CCOCCCNS(=O)(=O)c1ccc2c(c1)OCCO2 | 1.2 | 10&14 | 0.5 | -2 | 2 | 6 | 11 | 55 | 8
CC1(C)C(c2cccs2)=[N+]([O-])C2(CCCCC2=O)N1O (stereo not given) | 5.1 | 13 | -0.9 | -3 | 17 | 0 | 11 | -6 | -11
CCCn1nc(C(=O)OCC(=O)NC(C)c2ccccc2)c2ccccc2c1=O (stereo not given) | 3.3 | 1 | 0.4 | -2 | 0 | -2 | 7 | 21 | 0
COc1ccc(C(=O)NC(=S)N2CCC(C)CC2)cc1 | -0.5 | 9 | -0.3 | 0 | 0 | -9 | 8 | 22 | -11
Fc1ccccc1NC(=S)NN(Cc1ccccc1)c1ccccc1 | -0.8 | 6 | 0.8 | -2 | 34 | -6 | 0 | 17 | 2
Cc1[nH]c2ccccc2c1CCN(Cc1cccnc1)C(=S)Nc1ccc(F)cc1 | -0.7 | 9 | 3.1 | -2 | -11 | -1 | 11 | 5 | 0
Cc1ccc(-n2c(-c3ccccc3)c[nH]c2=S)cc1 | -0.4 | 7 | -0.9 | -3 | 7 | 0 | 6 | 3 | -9
CC(=O)N/N=C(\C)c1cccc(C(F)(F)F)c1 | 1.1 | 2 | 1.1 | 5 | 4 | -6 | -6 | -8 | -2

Quoted at random: 3 entries already listed.
SMILES | zVAD death inh | EP2 antag | TNF death inh | Wee1 degr inh | PPC-1+TRAIL kill | FXIa inh 1536 | FXIIa inh 1536 | CHOP inh | TbHK1 inh
CCOCCCNS(=O)(=O)c1ccc2c(c1)OCCO2 | 1.2 | 10&14 | 0.5 | -2 | 2 | 6 | 11 | 55 | 8
Cc1ccc2nc(C)c(C(=O)NN=C3CCN(C)CC3)n2c1 | 1.9 | 1 | 0.1 | 2 | 19 | -3 | 8 | 12 | 1
COC(=O)c1ccc2c(c1)N(C)C(=O)CS2 | -0.1 | -1 | -1.5 | 2 | -7 | 6 | 8 | 5 | 3

(list continues)
SMILES | zVAD death inh | EP2 antag | TNF death inh | Wee1 degr inh | PPC-1+TRAIL kill | FXIa inh 1536 | FXIIa inh 1536 | CHOP inh | TbHK1 inh
C#Cc1ccc([C@@H]2C=C(C(=O)N3CCOCC3)O[C@H](OCC)[C@H]2CCCO)cc1 | 0.1 | 3 | -0.7 | 4 | 6 | -3 | 2 | -1 | -1
COC(=O)CSc1nnc(-c2ccccc2OC)o1 | 0.1 | 0 | -1.4 | 0 | 8 | -3 | 8 | 13 | -2
COCCn1c(=O)[nH]c(=O)c2c(C(F)(F)F)cc(-c3cccs3)nc21 | 0.1 | 3 | -1.4 | -2 | 12 | -3 | -20 | -22 | -22
CCn1ncc(C2=NOC(C(=O)Nc3c(C)nn(Cc4ccc(F)cc4)c3C)C2)c1C (stereo not given) | 0.1 | 7 | -1.3 | 3 | 45 | -3 | 6 | 21 | -5
O=C(CSc1nnc(-c2ccc3c(c2)OCCO3)o1)NC1CCCCC1 | 0.2 | 14 | -1.4 | 0 | 14 | . | . | . | -3
CC(C)(C)NC(=O)c1cccc(NC(=O)Cc2cccs2)c1 | 2.6 | 8 | 0.3 | -2 | -1 | 1 | 10 | 19 | 2
O=C1COCC(=O)N1CCc1c[nH]c2ccccc12 | 0.9 | 11 | 3.3 | 8 | -4 | 6 | 9 | -1 | -4
Cc1ccc(N2C(=O)C3CC(c4ccccc4)=C4C5C=CC(C6C(=O)N(c7ccc(C)cc7C)C(=O)C56)C4C3C2=O)c(C)c1 (stereo not given) | 0.8 | 5 | -1.5 | 1 | 23 | 1 | 10 | 21 | -9
CC(=O)C1=C(O)C(=O)N(c2cccnc2)C1c1ccc(Cl)cc1 (stereo not given) | -0.2 | 9 | -2.5 | 4 | 2 | 5 | -3 | 17 | -13
Cc1ccc(CS(=O)(=O)c2ncn[nH]2)cc1 | 0.4 | 11 | -0.3 | -2 | -4 | -7 | 0 | 6 | -5
COc1ccc(N2CCN(c3nc(NC(C)(C)C)nc(N4CCCCC4)n3)CC2)cc1 | 0.3 | 13 | -1.7 | -3 | 13 | 4 | 4 | 18 | -17
Cc1cc(C)cc(OCc2ccc(C(=O)NN)o2)c1 | 0.5 | 8 | 1.1 | -3 | 2 | 3 | 6 | 0 | 7
Cc1cccc(-n2ncc3c(NC4CCCCC4)ncnc32)c1 | 24 | 14 | 7.0 | 2 | 36 | 1 | 11 | 67 | 2
CC(C)C(=O)N1CCN(c2ccc([N+](=O)[O-])cc2Cl)CC1 | -0.1 | 4 | -0.2 | -4 | 23 | 5 | 14 | 42 | 15
COc1cccc(-c2nc(NCC3CCCO3)c3ccccc3n2)c1O (stereo not given) | 2.4 | 27 | -8.8 | -1 | . | -5 | 9 | 26 | -22
Cc1ccc(-c2cc3nc(-c4ccccc4)cc(N4CCC5(CC4)OCCO5)n3n2)cc1 | -0.4 | 7 | 0.2 | 1 | 2 | -5 | -6 | 7 | -18
Cc1nnc(-c2ccc(Cl)cc2)[nH]c1=O | -0.6 | 5 | -0.9 | 0 | 8 | 3 | 10 | 12 | -2
Cc1nc(NC(=O)c2ccccc2)sc1-c1csc(Nc2cccc(F)c2)n1 | 0.7 | 16 | -5.0 | 1 | 14 | 3 | 6 | -5 | 9
O=C(/C=C/c1ccc(F)cc1)N1CCN(c2ccccn2)CC1 | 0.6 | 1 | -0.4 | 0 | 18 | 2 | 3 | -5 | 5
COc1ccc(C(=O)N2CCN(c3ccccn3)CC2)cc1 | 0.8 | 11 | -0.8 | -1 | -2 | 5 | 5 | -4 | -6
CCNc1nc(NCC)nc(OCC(=O)O)n1 | 0.1 | 6 | 1.3 | 0 | 10 | -2 | 6 | 4 | -2
CC1(C)Cc2c(C#N)c(NCCCO)nc(-c3ccccc3)c2CO1 | 0.6 | 11 | 1.5 | -1 | 14 | 0 | 6 | 9 | -9
CCOc1ccc2[nH]c(=O)c(CN(CC3COCCO3)C(=O)C3CC3)cc2c1 (stereo not given) | 1.5 | . | 0.3 | 2 | 12 | 4 | -12 | 11 | -16
CCc1ccc(N(C(=O)c2ccco2)C(C(=O)NC2CCCC2)c2ccco2)cc1 (stereo not given) | -1.0 | 10 | -1.5 | -1 | . | 7 | 12 | -1 | 5
N#CC12C(N)=NC3(OCCO3)C1(C#N)C1=C(CCC1)NC2c1ccccc1 (stereo not given) | 0.0 | 8 | -3.4 | -2 | -1 | 4 | 12 | 23 | -1
CC(C)(CNC(=S)NCCc1ccccc1)CNC(=S)NCCc1ccccc1 | 0.8 | 11 | 3.1 | -2 | 8 | 17 | 21 | 22 | 18
O=C(COc1cccnc1[N+](=O)[O-])Nc1ccc(N2CCOCC2)cc1 | -0.4 | 7 | 2.7 | 1 | 11 | -2 | 6 | 11 | -2
CC(C)C(=O)OCCN=C1NS(=O)(=O)c2ccccc21 | 0.7 | 7 | 1.0 | 4 | 1 | -16 | 2 | 28 | 2
O=C1c2cccc(Sc3ccccc3)c2C(=O)c2c(Sc3ccccc3)cccc21 | 0.5 | 17 | 1.5 | -1 | 12 | -1 | 6 | 11 | -8
O=C(NC1CCCCC1)c1ccc(S(=O)(=O)N2CCCCC2)cc1 | -0.3 | 7 | 2.0 | 1 | -1 | 4 | 4 | 2 | -1
NC(=O)C1CCN(C(=O)CC2(CC(=O)O)CCCCC2)CC1 | 0.7 | 7 | -1.1 | 3 | 18 | -4 | 3 | -2 | -2
O=C(COc1c(F)c(F)cc(F)c1F)NC(=O)NC1CCCC1 | 0.0 | 13 | 2.8 | -3 | -8 | 2 | 17 | -7 | -4
O=C1c2ccccc2C(=O)N1CC1c2ccccc2CCN1C(=O)C1CCCCC1 (stereo not given) | 0.4 | 10 | -0.2 | -2 | 21 | -16 | 5 | -4 | -10
C#CCOc1ccc(C2C3=C(COC3=O)Nc3cc4c(cc32)OCO4)cc1OC (stereo not given) | -0.9 | 7 | 3.6 | 2 | -5 | 0 | 4 | -40 | -1
O=C1NN(c2ccccc2)C(=O)/C1=C\c1coc2ccc(O)cc2c1=O | -0.6 | 0 | -6.9 | 3 | 3 | 0 | 9 | 0 | -13
O=C(Nc1cccnc1)C1CCN(S(=O)(=O)c2cccs2)CC1 | 1.4 | 0 | 1.6 | -2 | 12 | -1 | 4 | -10 | -1
CN(C)S(=O)(=O)c1cc(NC(=O)COC(=O)Cc2ccc(Cl)cc2Cl)ccc1Cl | 0.3 | 9 | 0.6 | -2 | 27 | 4 | 7 | 19 | -3
NC(=O)c1oc2ccc(Cl)cc2c1N | 1.1 | 15 | -0.8 | 5 | 2 | -3 | 4 | 18 | -3
O=C(COC(=O)CCCNC(=O)c1ccc(Cl)cc1)Nc1ccc(Br)cc1 | 0.7 | 4 | 0.3 | -1 | 14 | 5 | 2 | 7 | -1
CN1CCN(S(=O)(=O)c2ccc3[nH]c(=O)oc3c2)CC1 | . | 7 | 1.0 | 4 | 13 | 11 | 11 | 26 | 1
CCOC(=O)c1cnc(SCC(=O)N2CCN(C(=O)c3ccco3)CC2)nc1N | 0.4 | 1 | -0.6 | -1 | -6 | 3 | 15 | 20 | -5
Fc1cccc2sc(N3CCCCC3)nc12 | 1.9 | 5 | 1.1 | 2 | 11 | -23 | 17 | 37 | 1
COc1cccc(Nc2nc(-c3sc(N)nc3C)cs2)c1 | 3.4 | 9 | -7.1 | -2 | -7 | -1 | 11 | 14 | -8
COc1ccccc1N1CCN(Cc2nc3ccsc3c(=O)[nH]2)CC1 | 0.1 | 12 | -0.6 | -1 | -6 | -13 | -1 | 28 | 2

Bioassay records as filed in PubChem BioAssay.
